Assay outcomes (PubChem BioAssay)
PPARg SRC1 recr: PPARgamma-driven SRC-1 recruitment agonism; P37231; PPARgamma-SRC-1 coactivator recruitment biochemical assay; activation, % at 8 µM; actives 0.41% (n = 200,000); AID 631; in the data active means activation above about 19%;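 further: 0% = DMSO and 100% = reference agonist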
Target sequence (P37231 whole entry, looked up): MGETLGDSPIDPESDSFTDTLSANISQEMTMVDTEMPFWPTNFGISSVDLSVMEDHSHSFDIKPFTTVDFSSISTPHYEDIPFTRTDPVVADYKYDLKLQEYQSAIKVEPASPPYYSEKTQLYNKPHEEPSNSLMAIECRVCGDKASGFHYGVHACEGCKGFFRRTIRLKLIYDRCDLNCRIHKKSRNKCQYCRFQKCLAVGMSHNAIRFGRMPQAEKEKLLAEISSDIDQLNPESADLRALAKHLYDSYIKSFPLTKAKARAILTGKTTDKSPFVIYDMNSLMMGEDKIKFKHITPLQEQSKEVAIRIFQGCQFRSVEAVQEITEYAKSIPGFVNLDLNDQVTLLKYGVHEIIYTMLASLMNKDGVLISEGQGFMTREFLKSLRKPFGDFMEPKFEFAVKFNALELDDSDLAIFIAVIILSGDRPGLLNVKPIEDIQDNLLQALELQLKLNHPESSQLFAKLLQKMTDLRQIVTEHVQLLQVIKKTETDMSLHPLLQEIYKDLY
PPARg SRC-2 ag: PPARgamma-driven SRC-2 recruitment agonism. P37231. PPARgamma LBD-SRC-2 recruitment, biochemical. activation, % at 8 µM. actives 0.34% (n = 200,000). AID 1032; in the data active means activation above about 22%;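 further: 0% = vehicle and 100% = reference agonist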
G6PDH CS: counter-screen for G6PDH assay hits: L. mesenteroides G6PDH inhibition. Purified L. mesenteroides G6PDH, diaphorase/resazurin coupled fluorescence, 45 min. inhibition, % at 5 µM. actives 0.12% (n = 200,000). AID 1020; in the data active means inhibition above about 50%
PMI act hi M6P: increases human PMI activity with near-saturating mannose 6-phosphate. P34949. coupled PMI enzyme assay, resazurin fluorescence, 20 min; stronger effect = higher value; 1 = untreated enzyme, 0 = substrate-free blank. activation factor at 20 µM. actives 0.34% (n = 190,000);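 active means activation factor of 2 or more at 20 µM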
Target sequence (P34949 whole entry, looked up): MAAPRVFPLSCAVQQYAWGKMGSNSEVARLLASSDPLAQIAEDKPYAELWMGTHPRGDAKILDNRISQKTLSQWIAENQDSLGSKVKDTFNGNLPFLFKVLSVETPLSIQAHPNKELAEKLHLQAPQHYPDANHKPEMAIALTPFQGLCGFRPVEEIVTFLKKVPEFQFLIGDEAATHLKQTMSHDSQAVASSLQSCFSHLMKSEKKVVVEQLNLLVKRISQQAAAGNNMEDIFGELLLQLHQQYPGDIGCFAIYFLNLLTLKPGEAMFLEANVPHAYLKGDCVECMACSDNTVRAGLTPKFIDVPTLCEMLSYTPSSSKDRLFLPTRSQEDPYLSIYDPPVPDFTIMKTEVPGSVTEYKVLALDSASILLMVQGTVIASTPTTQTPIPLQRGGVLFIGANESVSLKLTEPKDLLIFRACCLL
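Test system: human phosphomannose isomerase with PGI, G6PDH, diaphorase coupling enzymes; Amount: PMI at 15 ng/mL final; Reagent: Mannose-6-phosphate 1.0 mM (near-saturating) plus 0.22 mM NADP+; Timing: 20 min, room temperature; Technique: resorufin fluorescence at Ex 544/Em 590 nm; Dosing: 20 µM single dose.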
SRC2 TRFRET art: flags TR-FRET format artefacts in PPARgamma SRC-2 recruitment agonist screen | TR-FRET artefact counter-screen; stronger effect = higher value | TR-FRET ratio at 8 µM | actives 0.4% (n = 200,000) | AID 1049; in the data active means TR-FRET ratio above about 2000; further: inactives centre near 1500
Diaphorase inh: counter-screen for diaphorase-based assays: diaphorase inhibitors and chemical oxidizers; inhibition, % at 20 µM; actives 0.69% (n = 190,000); diaphorase resazurin-to-resorufin fluorescence, NADH, 16 min; bacterial (C. kluyveri) enzyme, not human;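 active means primary screen inhibition at 20 µM above a set limit, cut at about 50% in these data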;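 further: plate controls were DMSO with full reaction for no effect and wells lacking NADH for full effect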
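Test system: bacterial diaphorase enzyme (C. kluyveri); Quantity: 0.14 U/mL diaphorase, enzyme working solution; Times: reaction incubation of 16 min at room temperature; Measured by: fluorescence of resorufin formed from resazurin, Ex 544/Em 590 nm; Benchmarks: positive control minus NADH, DMSO neutral control.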
S1P3 antagonist: S1P3 (human) receptor antagonism. inhibition, % at 4.98 µM. Q99500. actives 0.27% (n = 170,000). CHO S1P3 NFAT-BLA reporter, FRET fluorescence, antagonist mode;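 active means inhibition above the plate cutoff, the mean inhibition of test wells on that plate plus 3 SD, cut at about 28% in these data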;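 further: cells challenged with S1P at its EC80 of 0.8 µM; blue over green emission ratio from cleaved BLA substrate after 4 h stimulation; 0% = S1P-stimulated wells and 100% = unstimulated DMSO-only wells; some compounds past the cut are filed as inactive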
PMI activator: phosphomannose isomerase (human) activation | P34949 | actives 0.005% (n = 190,000) | purified human PMI, coupled resazurin fluorescence, 20 min; stronger effect = higher value; 1 = vehicle control, 0 substrate-free wells | activation factor at 20 µM;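 active means activation factor of 2 or more at 20 µM, relative to plate controls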
PPARg SRC-3 ag: agonists of human PPARgamma SRC-3 coactivator recruitment; biochemical PPARgamma/SRC-3 coactivator recruitment assay; activation, % at 8 µM; actives 0.26% (n = 200,000); AID 731; in the data active means activation above about 23%;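 further: 0% = DMSO and 100% = reference agonist; some compounds past the cut are filed as inactive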
ROMK mod: modulators of human ROMK potassium channel; B-score at 10 µM; Tet-inducible ROMK, thallium flux fluorescence; actives lie on both sides; AID 1918; actives 2% (n = 130,000);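 active means signal ratio slope over the read window, or its plate-corrected B-score, at least 3 SD from the plate mean, either direction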;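 further: B-score of the F/F0 ratio slope over 7 to 12 s after thallium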
Diaphorase act: diaphorase activation or chemical reduction counter-screen | Diaphorase/resazurin coupled assay, resorufin fluorescence, 16 min; stronger effect = higher value; 1 = vehicle wells, 0 = NADH-free wells | activation factor at 20 µM | actives 0.005% (n = 190,000) | AID 1229;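 active means diaphorase activity raised at least twofold by the compound at 20 µM; inactive means activation factor below 2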
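Material: Clostridium kluyveri diaphorase, purified enzyme; Quantity: enzyme 0.07 U/mL final; Medium: HEPES pH 7.4 buffer with MgCl2 and Tween 20; Dosing: single compound dose of 20 µM, 1% DMSO final; Schedule: 16 min reaction at room temperature; Measured by: red resorufin fluorescence at 544/590 nm excitation/emission.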
* marks the source's active call; other numbers are inactive results; / = not tested or not shown.

SMILES | PPARg SRC1 recr | PPARg SRC-2 ag | G6PDH CS | PMI act hi M6P | SRC2 TRFRET art | Diaphorase inh | S1P3 antagonist | PMI activator | PPARg SRC-3 ag | ROMK mod | Diaphorase act
Cc1cccc(C(=O)NCc2nnc(SCC(=O)NC(C)c3ccccc3)n2C)c1 (stereo not given) | 11.6 | 10.2 | 5.0 | 1.1 | 1604 | 12.5 | -1.3 | 1.1 | 4.9 | -0.679 | 0.9
O=C(NC1(C(F)(F)F)Oc2ccccc2O1)N1CCCC1 | 0.3 | -5.0 | 15.3 | 0.8 | 1586 | 33.4 | / | 0.7 | 11.1 | / | 0.7
O=[N+]([O-])c1ccc(N2CCCC2)cc1NC(c1ccccc1)c1ccccc1 | -0.7 | 5.3 | 2.2 | 0.8 | 1362 | 19.3 | / | 0.9 | -0.6 | -0.489 | 0.8
CCC(C(=O)Nc1ncc(C)s1)c1ccccc1 (stereo not given) | 2.3 | 6.1 | 9.5 | 1 | 1531 | 6.3 | 8.9 | 1 | 1.5 | 0.438 | 0.9
Cc1ccc(Nc2c(-c3ccc(N4CCOCC4)cc3)nc3ncccn23)c(C)c1 | -4.2 | -9.3 | 8.1 | 1.1 | 1433 | 13.9 | -11.3 | 1.2 | 1.0 | 0.0218 | 0.9
O=C(c1ccco1)N1CCN(S(=O)(=O)c2ccc([N+](=O)[O-])cc2)CC1 | -5.3 | -8.4 | 10.9 | 0.9 | 1404 | 9.0 | -9.3 | 0.9 | -1.0 | 0.2 | 0.9
CN1CCCCCC1=Nc1ccccc1C#N | -0.8 | 10.9 | -1.1 | 0.9 | 1556 | 29.6 | -4.2 | 0.9 | 14.2 | / | 0.7
O=[N+]([O-])c1cc(Br)c(O)c(C=Nc2ccc(N3CCOCC3)cc2)c1 | 61.2* | 64.4* | 16.7 | 0.6 | 2845* | 6.4 | -20.2 | 0.9 | 45.4* | 0.621 | 0.9
Cc1nnc(SCC(=O)Nc2sc3c(c2C(=O)c2ccccc2)CCCC3)s1 | 6.1 | 18.4 | -29.6 | 0.9 | 1676 | 19.2 | -8.0 | 1 | 4.4 | / | 0.8
O=C(/C=C/N1CCOCC1)c1ccc(-c2ccccc2)cc1 | -0.3 | 1.4 | 3.1 | 0.9 | 1694 | 13.7 | 6.8 | 0.9 | -1.6 | / | 0.9
COc1cccc(OC)c1C(=O)OCC(=O)NCC(C)C | 14.9 | 12.2 | 3.1 | 1 | 1791 | 10.0 | -21.8 | 1 | 2.7 | -0.503 | 0.9
Cc1ccc(-c2noc(CC(c3ccccc3)c3ccccc3)n2)cc1 | -6.0 | 1.4 | 10.5 | 1 | 1461 | 7.2 | / | 0.9 | 1.9 | 0.177 | 0.9
CC(=O)c1cccc(NC(=O)C2CC(c3ccc(F)cc3)=NO2)c1 (stereo not given) | 6.1 | 0.1 | 4.2 | 1 | 1571 | 8.1 | / | 0.9 | -6.9 | -0.771 | 0.9
CCOC(=O)c1[nH]c(C)c(/C(O)=C2\C(=O)C(=O)N(CCN(C)C)C2c2ccncc2)c1C (stereo not given) | 4.2 | -1.1 | 2.2 | 1 | 1608 | 14.5 | -23.9 | 1 | -1.3 | -0.421 | 0.9
CCCn1nnnc1SCC(=O)N1CCN(C(=O)c2ccco2)CC1 | 0.5 | 2.6 | 1.8 | 1 | 1687 | 5.3 | / | 1 | -1.8 | / | 0.9
O=C1c2cccnc2C(=O)N1Cc1ccc2c(c1)OCO2 | -0.9 | 1.9 | 6.7 | 1 | 1544 | 6.2 | -27.1 | 0.9 | 0.4 | / | 0.9
Cc1nn(C)cc1CNC(=O)c1cccc(Br)c1 | -6.5 | -4.7 | 2.6 | 1 | 1545 | 15.0 | / | 1 | -4.2 | / | 0.8
Cc1ccccc1NC(=O)CCN1CCCCCC1 | 2.3 | 0.4 | / | / | 1401 | / | -13.2 | / | 1.9 | 0.153 | /
Cc1nn(-c2ccccc2)c2c1C(c1ccc(Cl)cc1)N(c1ccccc1)C(=O)N2 (stereo not given) | -3.3 | -7.2 | 0.0 | 0.9 | 1526 | 25.2 | 14.6 | 0.9 | 1.6 | -0.316 | 0.7
Cc1ccc(C2NC(=O)NC(O)(C(F)(F)F)C2C(=O)c2cccs2)o1 (stereo not given) | 2.8 | 6.8 | 1.1 | 1.1 | 1460 | 4.6 | -25.7 | 1.2 | 3.6 | -0.527 | 1
COC(=O)CCC(=O)Nc1sc(C)c(C)c1C(N)=O | -4.6 | 1.8 | 2.1 | 0.8 | 1505 | 10.1 | 14.3 | 1.1 | -5.6 | 0.71 | 0.9
COC(=O)c1cc(CSc2nnc(NC3CCCCC3)s2)oc1C | 6.5 | 8.1 | 10.0 | 0.9 | 1659 | 14.1 | 18.7 | 0.8 | 4.5 | / | 0.9
CCc1cccc(CC)c1NC(=O)NC1CCCCC1 | 1.2 | -3.1 | 7.6 | 1 | 1496 | 7.3 | -10.2 | 1 | -1.6 | -0.137 | 0.9
COc1cccc(NC(=O)N2CCC(n3nnc4ccccc43)CC2)c1 | 7.0 | 3.7 | 11.1 | 0.7 | 1714 | 15.9 | -4.7 | 0.9 | -0.1 | 0.15 | 0.8
CCN(CC)C(=O)C(=O)c1cccn1-c1cccc(OC)c1C#N | 6.0 | 2.3 | 7.8 | 1 | 1427 | 7.1 | -6.0 | 0.9 | 2.6 | / | 0.9
Cc1ccc(/C=N/NC(=O)c2cccs2)cc1[N+](=O)[O-] | 0.3 | 11.2 | 4.4 | 1 | 1525 | 1.0 | / | 0.9 | 3.1 | -0.0586 | 1
O=C1CCCC2=C1C(c1ccc(OS(=O)(=O)c3ccc(Cl)cc3)cc1)C1=C(CCCC1=O)O2 | 6.7 | -2.1 | 3.6 | 0.9 | 1555 | 20.5 | / | 0.8 | 6.8 | / | 0.8
Cc1ccc(CC(=O)NCCCc2ccccc2)cc1 | 2.9 | 2.2 | -3.1 | 1 | 1704 | 5.6 | / | 1.1 | 8.3 | -1.13 | 0.9
NC(=O)CN1C(=O)C(O)(CC(=O)c2ccccc2O)c2ccccc21 (stereo not given) | 2.4 | 4.5 | 5.5 | 0.9 | 1595 | 10.9 | -10.5 | 1 | 13.4 | / | 0.9
COCCNC(=O)CSc1ccccc1C(=O)O | 8.3 | 12.3 | 7.2 | 1 | 1769 | 4.5 | -11.6 | 1.1 | 5.9 | 0.722 | 1

A few values from the entries so far:
In PMI activator, Cc1ccc(CC(=O)NCCCc2ccccc2)cc1 has 1.1
In G6PDH CS, Cc1cccc(C(=O)NCc2nnc(SCC(=O)NC(C)c3ccccc3)n2C)c1 (stereo not given) has 5.0

The listing continues:
SMILES | PPARg SRC1 recr | PPARg SRC-2 ag | G6PDH CS | PMI act hi M6P | SRC2 TRFRET art | Diaphorase inh | S1P3 antagonist | PMI activator | PPARg SRC-3 ag | ROMK mod | Diaphorase act
CCCC1O[C@@H]2CC3C4CCC5=CC(=O)C=C[C@]5(C)C4C(OC(C)=O)C[C@]3(C)[C@]2(C(=O)COC(C)=O)O1 (stereo not given in full) | 60.4* | 38.2* | 4.1 | 1 | 1573 | 18.1 | / | 0.9 | 47.1* | -1.37 | 0.8
CCC(=O)Nc1nn(C)c2nc3c(C)cccc3cc12 | 2.3 | 17.7 | 1.7 | 0.9 | 1578 | 15.1 | -35.6 | 1 | 13.4 | / | 0.8
Cc1nnc(SCC(=O)N/N=C/c2cc(Cl)c(O)c(Cl)c2)s1 | -0.7 | -3.4 | -10.8 | 0.9 | 1394 | 6.3 | -15.4 | 0.9 | 3.4 | / | 0.9
O=C(Nc1ccccc1)Nc1ccc(F)c([N+](=O)[O-])c1 | -1.4 | 4.7 | 1.4 | 0.8 | 1629 | 22.2 | 7.4 | 0.9 | 0.1 | / | 0.8
O=C(NC(=S)NCCc1ccccc1)c1ccco1 | -6.2 | 3.2 | 2.9 | 1 | 1525 | 19.1 | / | 1.1 | 2.6 | / | 0.8
O=S(=O)(Nc1ccncc1)c1ccccc1 | 1.9 | 3.1 | 4.2 | 1.1 | 1630 | 8.2 | -4.6 | 1.1 | 15.7 | / | 0.9
CCCCOc1ccc(CNn2c(C)nc3ccccc3c2=O)cc1 | 4.1 | 9.5 | 4.0 | 1.1 | 1511 | 11.1 | -16.3 | 1 | 5.8 | -0.233 | 0.9

Records listed so far shown as hits in PPARg SRC-3 ag:
smiles,PPARg SRC1 recr,PPARg SRC-2 ag,PMI act hi M6P,S1P3 antagonist,PMI activator,PPARg SRC-3 ag,ROMK mod
O=[N+]([O-])c1cc(Br)c(O)c(C=Nc2ccc(N3CCOCC3)cc2)c1,61.2*,64.4*,0.6,-20.2,0.9,45.4*,0.621
CCCC1O[C@@H]2CC3C4CCC5=CC(=O)C=C[C@]5(C)C4C(OC(C)=O)C[C@]3(C)[C@]2(C(=O)COC(C)=O)O1 (stereo not given in full),60.4*,38.2*,1,/,0.9,47.1*,-1.37
